Screening results: PubChem, National Center for Advancing Translational Sciences (NCATS)
KDM5B inh = blocks human KDM5B histone demethylase activity | KDM5B demethylase, FDH-coupled NADH fluorescence (FDH is formaldehyde dehydrogenase) | AID 1347165 | Potency, µM (doses to about 57.7 µM), inactives show at the top dose activity change, negative = inhibition, hits mostly inhibitors | hit rate 2.6% among 220,000 | Q9UGL1; active = well fitted inhibition curve with a large enough effect; inconclusive = small, poorly fitted or top-dose-only effect; inactive = no such curve, though single readings can be large or run the other way; note: 0% is about no effect; nearly all actives have a fitted effect of over 70% in size
Target sequence (Q9UGL1 whole entry, looked up): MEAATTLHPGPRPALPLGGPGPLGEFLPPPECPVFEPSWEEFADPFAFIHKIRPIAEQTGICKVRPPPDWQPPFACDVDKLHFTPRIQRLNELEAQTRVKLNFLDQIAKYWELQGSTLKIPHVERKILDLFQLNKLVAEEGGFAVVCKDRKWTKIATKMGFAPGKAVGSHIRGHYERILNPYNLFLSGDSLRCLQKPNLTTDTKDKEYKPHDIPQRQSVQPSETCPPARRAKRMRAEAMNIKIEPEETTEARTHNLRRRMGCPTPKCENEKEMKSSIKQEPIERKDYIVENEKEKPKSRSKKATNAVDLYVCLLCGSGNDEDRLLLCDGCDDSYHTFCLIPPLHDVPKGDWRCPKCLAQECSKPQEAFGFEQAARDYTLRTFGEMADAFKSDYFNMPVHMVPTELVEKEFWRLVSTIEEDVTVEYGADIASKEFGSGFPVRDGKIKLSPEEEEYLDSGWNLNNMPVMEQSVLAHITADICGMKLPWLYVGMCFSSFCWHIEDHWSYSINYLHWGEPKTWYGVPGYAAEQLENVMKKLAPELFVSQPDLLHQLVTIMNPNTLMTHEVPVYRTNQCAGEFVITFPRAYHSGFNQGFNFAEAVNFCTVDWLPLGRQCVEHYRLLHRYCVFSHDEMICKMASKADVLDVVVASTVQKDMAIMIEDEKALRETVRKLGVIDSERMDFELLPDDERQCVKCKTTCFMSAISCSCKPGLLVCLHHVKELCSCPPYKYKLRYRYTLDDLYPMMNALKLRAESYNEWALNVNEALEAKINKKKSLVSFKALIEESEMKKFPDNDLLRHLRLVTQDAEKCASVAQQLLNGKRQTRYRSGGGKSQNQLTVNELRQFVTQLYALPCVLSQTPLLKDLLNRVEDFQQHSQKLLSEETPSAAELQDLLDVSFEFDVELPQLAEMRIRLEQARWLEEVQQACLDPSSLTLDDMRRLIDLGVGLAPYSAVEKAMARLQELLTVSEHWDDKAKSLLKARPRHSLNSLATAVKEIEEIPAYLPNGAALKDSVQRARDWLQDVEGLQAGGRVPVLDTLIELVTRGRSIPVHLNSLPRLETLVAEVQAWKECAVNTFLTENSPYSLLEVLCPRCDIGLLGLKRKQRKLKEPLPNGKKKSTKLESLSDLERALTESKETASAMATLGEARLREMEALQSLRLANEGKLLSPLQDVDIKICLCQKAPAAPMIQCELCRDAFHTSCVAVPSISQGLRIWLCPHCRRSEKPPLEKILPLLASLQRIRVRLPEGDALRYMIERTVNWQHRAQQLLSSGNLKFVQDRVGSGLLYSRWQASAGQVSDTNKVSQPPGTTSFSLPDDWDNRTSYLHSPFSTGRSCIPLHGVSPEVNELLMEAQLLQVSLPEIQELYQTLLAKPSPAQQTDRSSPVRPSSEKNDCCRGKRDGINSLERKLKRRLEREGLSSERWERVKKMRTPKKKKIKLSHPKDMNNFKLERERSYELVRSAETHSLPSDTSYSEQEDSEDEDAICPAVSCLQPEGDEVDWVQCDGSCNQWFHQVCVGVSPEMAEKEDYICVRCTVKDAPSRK
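KDM5BΔAP (200 nM final) in 50 mM HEPES pH 7.5, 0.01% Tween-20 was preincubated 10 min at RT with compound over a concentration range. Substrate mix (H3K4me3 12.5 µM, α-KG 25 µM, Fe²⁺, ascorbate, NAD⁺, FDH) was added, and NADH fluorescence change over 30 min gave dose-response curves.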
The depositor's hits bear a star; i = inactive; ? = inconclusive; & = joins results of further samples; [ ] = remark or other dose. Potency is the fitted concentration of half-maximal effect. Only part of the results is shown (hit frequency here may not be typical).

SMILES	KDM5B inh
O=C(NCCCN1CCCC1=O)c1cc2cc(F)ccc2[nH]1	?
O=c1c(-c2ccccc2)nnc2sc(-c3ccc(F)c(Cl)c3)nn12	12%
CN1CCCCCC1C(=O)N1CCC(N2CCC(C(=O)NCc3ccccn3)CC2)CC1 (stereo not drawn)	-5%
COc1cccc(/C=C/c2ccc3cccc(O)c3n2)c1O	13%
CC(=O)N1CCN(C(=O)CSc2nnc(Nc3ccc(C)cc3C)s2)CC1	11%
CC(C)N1CCCC(CNC(=O)CCc2ncc(-c3ccccc3)o2)C1 (stereo not drawn)	12%
CC1CCN(S(=O)(=O)c2ccc(N3CCCCS3(=O)=O)cc2)CC1	?
O=c1[nH]c(=O)n(Cc2ccccc2)c2ncn(Cc3ccco3)c12	?
CCCOCCCNC(=O)c1c(C)noc1-c1cccc(F)c1	12%
O=C(COc1ncnc2ccccc12)Nc1cc(Cl)ccc1Cl	-3%
O=C(NCc1ccccc1C(F)(F)F)c1cccc2c1CCN2C(=O)C1CC1	0%
N#Cc1ccc(/C=C2\CCOc3cc(Br)ccc3C2=O)cc1	-27%
CC1(C)CN(C(=O)C2(c3ccccc3F)CC2)C[C@]1(C)O	8%
Cc1nc(-c2ccc(CNC(=O)c3cnccn3)s2)cs1	-15%
Cc1ccc(S(=O)(=O)N(C)C)cc1NC(=S)N(C)C1CCN(C)CC1	11%
O=C(COC(=O)c1ccc2ncsc2c1)NCc1ccc(F)cc1	-18%
CCCCC1CCC(C(=O)Oc2ccc(OCC)cc2)CC1 (stereo not drawn)	-13%
N#CCCN(CCC#N)S(=O)(=O)c1ccc(C(=O)Nc2nc(-c3ccccc3)c(C(=O)c3ccccc3)s2)cc1	-23%
COCCNC(=O)CCn1nc(-c2ccc(C)cc2)c2ccccc2c1=O	-4%&13%
Cc1nc(N2CCCC2)ncc1C(=O)N1CCN(c2ccc(Cl)cc2)CC1	-17%
COCCC(=O)NC[C@@H]1C=C(C)[C@H](CC(=O)N(C)Cc2ccccc2)C[C@H]1C(C)C	0%[86.2 µM]
COc1ccc(NS(=O)(=O)c2ccc3nc(-c4ccccc4)[nH]c3c2)cc1	-3%
Cc1nn(C)c(C)c1CCC(=O)NC1CCc2n[nH]c(=O)n2CC1 (stereo not drawn)	40%[activator]
CCOc1ccc(NC(=O)CSc2nc3cc(C)[nH]c3c(=O)n2C)cc1	10%
COc1ncccc1-c1cnc2[nH]cc(CC(=O)Nc3ccn(C)n3)c2c1	32µM*
Oc1ccc(Br)cc1/C=N/c1nc(C23CC4CC(CC(C4)C2)C3)cs1	15%
CC1=C/C(=N\NC(=S)Nc2ccccc2C)CC1	15%
CCc1ccc(-n2nc(C)c3c(C(=O)NCCc4ccc(OC)c(OC)c4)cc(C)nc32)cc1	?
CCC1CN(C(=O)NCc2ccccc2)c2cc(Cl)ccc2O1 (stereo not drawn)	-3%
COC(=O)[C@@H]1Cc2ncn(Cc3ccccc3)c2CN1C(=O)C1CCCCC1	-23%[86.2 µM]
CCN(CC)C(=O)CC(C#N)(CC(=O)N(CC)CC)c1nc2ccccc2s1	15%
O=[S+]([O-])(Nc1cccnc1)c1ccc2c(c1)OCCN(CCc1ccccc1)C2	-2%[86.2 µM]
O=C(NNC(=S)NCc1cccs1)c1c[nH]c2ccccc12	27%
CCOc1ccc(CC(=O)Nc2ccc(-c3nnc4n3CCCC4)cc2)cc1	-15%
COc1ccc(-c2csc3c2NC(=O)CC3c2ccc(OCC(N)=O)c(OC)c2)cc1 (stereo not drawn)	15%
O=C(N1CCOCC1)N1C2CCC1CN(c1ccc(C(F)(F)F)cc1)C2	13%[115 µM]
Cc1nnc(SCc2c(C(=O)NC(C)c3ccccn3)oc3ccccc23)s1 (stereo not drawn)	17%
O=C(Nc1ccccc1)c1c[nH]c2ccc(F)cc2c1=O	12%
COC(=O)[C@H](Cc1ccc(OC)cc1)NC(=O)[C@H]1CN(C(=O)Nc2ccccc2)CCN1S(C)(=O)=O	22%
N#C/C(=N/Nc1ccc(OC(F)(F)F)cc1)C(N)=S	-1%
CCn1c(Oc2ccc(F)cc2F)nc2c1c(=O)n(C)c(=O)n2C	-4%
COc1ccc(CC(=O)O/N=C(\N)c2ccccn2)cc1	21%
NNc1cc(Cl)ccc1[N+](=O)[O-]	?
CCCN(CC1CCOC1)C(=O)Nc1ccccc1Br (stereo not drawn)	18%
COc1ccc(Cl)cc1NC(=O)c1c(NCc2sccc2C)sc2c1CCCC2	18%
COc1ccccc1CCC(=O)N1CC(C(=O)N(C)C)C2(CCOCC2)C1 (stereo not drawn)	-17%
CNC(=O)c1ccc(NC(=O)CSCc2csc(-c3ccc(C)cc3)n2)cc1	11%
COc1cccc(-n2cnnc2SCC(=O)NC(C)c2cccc3ccccc23)c1 (stereo not drawn)	15%
COc1ccc(CNC(=O)CC(c2ccc(OC)c(OC)c2)N2Cc3ccccc3C2=O)cc1 (stereo not drawn)	?
Cc1cc(C)cc(NC(=O)CSc2nc3c(c(=O)[nH]2)CN(Cc2ccc(F)cc2)CC3)c1	-25%
Further structures follow.
SMILES	KDM5B inh
CCOC(=O)c1cnc2ccc(OCC)cc2c1Nc1cc(Cl)c(OC)cc1OC	-7%
O=C1NC(=NC2CCCCC2)C2(CCN(Cc3ccc(F)cc3)C2)N1c1cccnc1 (stereo not drawn)	20%[115 µM]
Cc1cc(C)c2c(=O)[nH]c(SCC(=O)Nc3ccc(Br)cc3)nc2n1	9%
CCn1c(SCC(=O)Nc2ccc(C(C)C)cc2)nc2c(=O)[nH]cnc21	23%
O=C(Nc1cnc(-c2ccccc2)nc1)C1CCCCC1	-13%
CC(C)Cn1c(SCC(=O)NC(C)c2ccccc2Cl)nc2ncccc2c1=O (stereo not drawn)	11%
Cc1nc(C2CCCCN2C(=O)NC2CCCCC2)n[nH]1 (stereo not drawn)	9%
Cc1ccc(C(=O)N(CCN(C)C)CC(=O)OC(C)(C)C)cc1F	-18%
Cc1ccc(C(=O)/C=C/c2cccc3ccccc23)o1	-7%
CCS(=O)(=O)Nc1ccc(C2(C(=O)NCc3ccc(C)cc3)CCC2)cc1	-4%
Cc1cccc2ncc(C(=O)N3CCC4(CCNC(=O)CC4)CC3)c(=O)n12	22µM*
O=C(Nc1ccc(N2CCN(c3ccc(F)cc3)CC2)c(C(=O)O)c1)c1ccccc1F	?
O=C1CC(c2ccccc2)N(C(=O)C2CC2)CCCN(S(=O)(=O)c2ccccc2)CCN1 (stereo not drawn)	3%
O=C(CNC(=O)NC(Cc1c[nH]c2ccccc12)C(=O)O)Nc1ccc2ccccc2c1 (stereo not drawn)	-13%
CCNC(=O)NC1(CCOC)CCN(C(=O)Cc2cccc(OC)c2)CC1	25%
COc1ccc(C)cc1NC(=O)CNC(=O)CNc1ccccc1Cl	5%
CC(NC(=O)c1[nH]c2ccc(F)cc2c1Cl)c1cccc(F)c1 (stereo not drawn)	-23%
CC1(C)C2CCC1(C)C(OCCNCCOC(=O)Nc1ccccc1)C2 (stereo not drawn)	0%
O=C(Cc1ccc(Cl)cc1)N1CCc2n[nH]c(=O)n2CC1	11%
CCc1ccc(S(=O)(=O)c2nnn3c2nc(Nc2ccc(NC(C)=O)cc2)c2sccc23)cc1	6%
O=C(CCn1ccc2ccccc21)N1CCN(S(=O)(=O)c2ccccc2)CC1	-10%
O=S(=O)(c1ccc2c(c1)OCCO2)c1nc(-c2ccco2)oc1N1CCN(c2ccccc2)CC1	?
CC(C)(Oc1ccc(Cl)cc1)C(=O)N1CCN(c2nccs2)CC1	5%
O=c1c2ccccc2cnn1CN1CCN(S(=O)(=O)c2ccc(Cl)c(Cl)c2)CC1	0%
Cc1cc(F)ccc1NCc1ccccc1C#N	12%
CN(C)S(=O)(=O)c1ccc(-c2nc(C#N)c(N3CCCCCC3)o2)cc1	i
COc1cc(C(=O)NCc2nc3ccccc3n2CC(C)C)cc(OC)c1OC	18%
Cc1ccccc1Nc1nc(-c2ccc(C)c([N+](=O)[O-])c2)cs1	1%
COCCn1c2c(c(=O)[nH]c1=O)C(c1ccccc1C)C1=C(N2)c2ccccc2C1=O (stereo not drawn)	-22%
CCOc1ccc(-c2[nH]ncc2-c2ccc(OC)cc2)c(O)c1	-9%
CCCN1CCN(CC2=C(C(=O)OCC)C(c3cccc(OC)c3OC)NC(=O)N2)CC1 (stereo not drawn)	-24%
Cc1ccc(S(=O)(=O)Nc2nc3ccccc3nc2Nc2ccc3c(c2)OCO3)cc1C	13%
COCCn1ncc(N2CCCC(CC(=O)NCCc3ccccn3)C2)cc1=O (stereo not drawn)	-27%
COc1cc(C)c(CN2CCC3(CC2)[C@H](O)C[C@@H]3OCCN)cc1C	-1%
CC(C(=O)NCc1ccccc1F)C1CCOCC1 (stereo not drawn)	0%
Cc1noc(C)c1-c1cc2cc(CO)oc2c(NCc2cccc(F)c2)n1	?
Cc1ccc(NC(=O)C2CCCN(C(=O)c3cnn(-c4ccccc4)c3-n3cccc3)C2)cc1 (stereo not drawn)	-23%
CC(C)c1cc(C(=O)N2CCC3(CC2)Nc2ccccc2NC3=O)n[nH]1	2%
O=C(OCc1ccccc1)C1=NNC2C(=O)N(c3ccc(Br)cc3)C(=O)C12 (stereo not drawn)	-14%
C#CCNC(=O)[C@@H]1Cc2c[nH]c3cccc(c23)[C@H](CC(C)C)N1	-7%[86.2 µM]

Ordered by the number under KDM5B inh (largest number first): 4 of the compounds above.
SMILES	KDM5B inh
COc1cc(C)c(CN2CCC3(CC2)[C@H](O)C[C@@H]3OCCN)cc1C	-1%
Cc1ccc(NC(=O)C2CCCN(C(=O)c3cnn(-c4ccccc4)c3-n3cccc3)C2)cc1 (stereo not drawn)	-23%
CCCN1CCN(CC2=C(C(=O)OCC)C(c3cccc(OC)c3OC)NC(=O)N2)CC1 (stereo not drawn)	-24%
COCCn1ncc(N2CCCC(CC(=O)NCCc3ccccn3)C2)cc1=O (stereo not drawn)	-27%

The main list resumes with the two entries that preceded the break.
SMILES	KDM5B inh
O=C(OCc1ccccc1)C1=NNC2C(=O)N(c3ccc(Br)cc3)C(=O)C12 (stereo not drawn)	-14%
C#CCNC(=O)[C@@H]1Cc2c[nH]c3cccc(c23)[C@H](CC(C)C)N1	-7%[86.2 µM]
CCN(CC)C(CN)c1ccco1 (stereo not drawn)	?
CCc1c(C(=O)Nc2cccc(NC(=O)COC)c2)cnn1-c1ccc(OC)nn1	-19%
NC(=O)C1CCN(C2=C(NS(=O)(=O)c3ccccc3)C(=O)c3ccccc3C2=O)CC1	-2%
Cc1ccc(SC2CCN(Cc3nc(CCc4ccccc4)no3)CC2)cc1	-4%
Cc1ccc(CN2CCNC(=O)C2CC(=O)O)cc1 (stereo not drawn)	-32%
CCC(C)(C)NC(=O)CCNC(=O)c1ccccc1	30%
CCc1ccc(NC(=O)C2CCN(C(=O)c3nnn4cc(C)[nH]c(=O)c34)CC2)cc1	11%
CNC(=O)[C@@H]1CN(C(=O)c2cccc(OC)c2C)C[C@H]1COC	1%
Cc1c(C(=O)Nc2nccs2)nnn1-c1cccc(C(F)(F)F)c1	9%
CN(Cc1cccnc1)C1CN(C(=O)C2CCCCC2)C1	-2%
CCCNC(=O)N1CC[C@@H](CC(=O)O)[C@@H](CC2=NCCc3cc(OC)ccc32)C1	?
O=C(Cn1nc(Cc2ccncc2)c2ccccc2c1=O)Nc1cc(F)ccc1F	4%
COc1ccc(-c2coc3cc(OCC(=O)N4CCN(c5ccccn5)CC4)ccc3c2=O)cc1	11%
O=C(NCCc1ccccc1)C1Cn2cccc2C(=O)N1Cc1cccnc1 (stereo not drawn)	-19%
N/C(CS(=O)(=O)c1ccccn1)=N\OC(=O)c1ccccc1Cl	7%
O=C(/C=C/c1cccc(Cl)c1)c1cc2ccccc2oc1=O	-16%
COc1ccc(C(=O)N/N=C(/C)c2ccc3c(c2)Nc2ccccc2S3)cc1OC	11%
COc1ccc(CNC(=O)C2=C(C)C(=O)OC23CCCCC3)cc1OC	-3%
COc1ccc(C(=O)COC(=O)C2(c3ccccc3)CCCC2)cc1F	-13%
CCc1ccc2occ(CC(=O)N[C@H]3[C@@H](COC)[C@H]4OCC[C@@H]34)c2c1	19%

Some of these compounds in order of SMILES length, high to low.
SMILES	KDM5B inh
CCCNC(=O)N1CC[C@@H](CC(=O)O)[C@@H](CC2=NCCc3cc(OC)ccc32)C1	?
COc1ccc(-c2coc3cc(OCC(=O)N4CCN(c5ccccn5)CC4)ccc3c2=O)cc1	11%
COc1ccc(C(=O)N/N=C(/C)c2ccc3c(c2)Nc2ccccc2S3)cc1OC	11%
O=C(Cn1nc(Cc2ccncc2)c2ccccc2c1=O)Nc1cc(F)ccc1F	4%
COc1ccc(CNC(=O)C2=C(C)C(=O)OC23CCCCC3)cc1OC	-3%
N/C(CS(=O)(=O)c1ccccn1)=N\OC(=O)c1ccccc1Cl	7%
O=C(/C=C/c1cccc(Cl)c1)c1cc2ccccc2oc1=O	-16%

Carrying on.
SMILES	KDM5B inh
CC(=O)N(C)c1ccc(NC(=O)C(c2ccccc2)c2ccccc2)cc1	0%
CCc1nc(-c2c3n(c(=O)n(CC(=O)Nc4cc(C)ccc4C)c2=O)CCCC3)no1	12%
COc1cc(NC(=O)C(=O)NCCN(C)C)ccc1N1CCCCS1(=O)=O	-10%
O=C(C[C@@H]1C[C@H]2O[C@H](CNC3CCCC3)[C@@H](O)[C@H]2O1)N1CCC(F)(F)C1	-10%[86.2 µM]
COCC1CN(C(C)=O)CC12CCN(C(=O)CC1CCCCC1)CC2 (stereo not drawn)	13%
Brc1ccc(-c2nc3ccccn3c2Nc2ccc3c(c2)OCCO3)o1	?
COc1ccc(C)cc1Nc1c2c(nc3ccccc13)CCC2	-11%
O=C(CSCc1cc(=O)c2ccccc2[nH]1)Nc1cccc(C(F)(F)F)c1	-6%
CCOc1ccc(/C=C(/C#N)c2nc3ccccc3[nH]2)cc1OC	?
